SR-BI DiI inh – mouse SR-BI HDL lipid transfer inhibition; 0.96% of 320,000 active; AID 488896; ldlA[mSR-BI] CHO cells, DiI-HDL uptake fluorescence, 3 h; Q61009; inhibition, % at 12.5 µM;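 active = mean replicate inhibition of at least 70% and a set share of replicates each scoring 70 or more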;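 note: 0% = median of neutral control wells and 100% = median of positive control wells; values of inactives mirror those of a sister screen read the other way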
LANA DNA inh – inhibitors of KSHV LANA C-terminal domain DNA binding; AID 504423; 0.078% of 340,000 active; inhibition, % at 9 µM; MBP-C-LANA/FAM-LBS DNA binding, fluorescence polarization;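 active = highest replicate inhibition at or above 60% at 9 µM, even if other replicates fall short; inactive = all replicates below 60% inhibition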;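 note: 0% = neutral control wells and 100% = 4 µM acridine orange control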
Keap1-Nrf2 PPI – disrupts human Keap1 binding to Nrf2 peptide; Q14145; Keap1 Kelch-Nrf2 peptide fluorescence polarization, 1536-well; inhibition, % at 9.4 µM; 0.15% of 340,000 active; in the data active = inhibition above about 12%;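 note: human Keap1 Kelch domain with fluorescein labeled Nrf2 9mer peptide probe; 0% = neutral control wells and 100% = peptide positive control; higher means more block of Keap1 binding to Nrf2 peptide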
PvdQ acylase – P. aeruginosa PvdQ acylase inhibition | inhibition, % at 10 µM | AID 488965 | 0.063% of 340,000 active | purified PvdQ acylase, fluorescence plate reader; in the data active = inhibition above about 30%, passing the limit was not always enough;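 note: 0% = vehicle neutral wells and 100% = reference inhibitor wells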
DAGLB inhibitor – diacylglycerol lipase beta (human) inhibition; HEK293T DAGLB membrane lysate, EnzChek fluorogenic substrate; inhibition, % at 5.17 µM; 0.059% of 340,000 active; AID 504411; in the data active = inhibition above about 34%;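 note: 0% = enzyme with vehicle and 100% = wells lacking enzyme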
Target sequence (Q8NCG7 whole entry, looked up): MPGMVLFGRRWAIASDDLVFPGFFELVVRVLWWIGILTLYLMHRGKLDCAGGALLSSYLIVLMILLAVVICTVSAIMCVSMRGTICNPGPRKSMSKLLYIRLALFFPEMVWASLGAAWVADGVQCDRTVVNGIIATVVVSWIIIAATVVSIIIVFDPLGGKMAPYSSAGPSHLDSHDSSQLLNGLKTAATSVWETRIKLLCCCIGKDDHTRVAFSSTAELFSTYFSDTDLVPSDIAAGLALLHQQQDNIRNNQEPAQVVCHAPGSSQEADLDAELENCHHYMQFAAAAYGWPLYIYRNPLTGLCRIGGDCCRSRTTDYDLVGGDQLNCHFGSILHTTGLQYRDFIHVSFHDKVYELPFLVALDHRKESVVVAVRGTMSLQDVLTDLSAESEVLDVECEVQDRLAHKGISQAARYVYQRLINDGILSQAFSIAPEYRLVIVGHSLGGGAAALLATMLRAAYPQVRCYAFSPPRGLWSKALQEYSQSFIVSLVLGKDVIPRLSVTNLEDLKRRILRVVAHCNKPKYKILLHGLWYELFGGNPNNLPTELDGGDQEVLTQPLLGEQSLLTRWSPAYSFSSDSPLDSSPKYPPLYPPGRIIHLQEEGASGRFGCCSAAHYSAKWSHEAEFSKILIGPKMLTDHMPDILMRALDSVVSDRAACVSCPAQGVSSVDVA
PKA-R2B act – PKA-R2B complex activation | PKA-R2B holoenzyme dissociation, Cy5-IP20 fluorescence polarization; R2B truncated from residue 108, S112A mutant; 0% DMSO only, 100% 113 µM cGMP | activation, % at 11.4 µM | 0.079% of 340,000 active;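 active = activation above a cutoff set at the mean over all compounds plus 3 SD, cut at about 18% in these data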;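 note: higher means more holoenzyme dissociation and a rise in polarization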
SR-BI DiI-HDL act – SR-BI HDL lipid transfer activation | 0.096% of 320,000 active | CHO ldlA[mSR-BI] cells, DiI-HDL uptake fluorescence, 3 h; 100 = double the neutral-control signal | activation, % at 12.5 µM | AID 504775;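 active = mean replicate activation of at least 60% and every replicate at or above 60%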;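 note: 0% = median plate neutral-control signal and 100% = twice that signal; values of inactives mirror those of a sister screen read the other way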
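Test system: SR-BI-overexpressing, LDLR-lacking CHO cells; Also added: labelled HDL, 10 µg/mL; Measured by: bottom-read cell fluorescence after medium removal, ex 550/em 595 nm; Timing: 3 h uptake period with compound, 37 °C; Buffer or medium: F12, 0.5% BSA, 25 mM HEPES; Doses: single compound concentration, delivered by pin transfer.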
RTF Ca sens inh – cardiac RTF calcium desensitization; 0.12% of 340,000 active; IANBD-labeled cardiac RTF, Ca2+ fluorescence; inhibition, % at 7.15 µM; AID 493244; P19429+P45379;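 active = inhibition above the mean inhibition of all tested compounds plus 3 SD, cut at about 17% in these data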;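 note: assay run at fixed EC70 calcium of 1.6 mM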
NSD2 inh – inhibitors of human histone methyltransferase NSD2; O96028; NSD2 peptide methylation, AlphaScreen, 120 min; inhibition, % at 12.5 µM; 0.54% of 310,000 active; in the data active = inhibition above about 50%
Arr AP2 block – blocks beta-arrestin peptide binding to AP2 adaptin | FITC-arrestin peptide / GST-AP2 beads, flow cytometry; AP2 beta2 appendage carries R879A mutation | inhibition, % at 10 µM | 0.31% of 340,000 active | AID 504490;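 active = inhibition above a set limit, near 3 SD of compounds lacking own fluorescence, cut at about 54% in these data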;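 note: plate controls were DMSO wells for no effect and 5 µM unlabelled arrestin peptide for full effect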
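System: GST-tagged AP2 beta2-adaptin appendage (R879A) on 4 µm glutathione beads / Reagent: FITC-arrestin peptide, 50 nM / Detection: HyperCyt-sampled flow cytometry, FL1 channel, ex 488/em 535 nm / Timing: 12 min plus 1 h, RT / Buffer or medium: PBS plus Tween 20 (0.05%) and BSA (0.1%)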
Active calls of the source: *; / = not tested or not shown. Hits appear at their usual frequency; 2.1% or so of the library scored in one or more.

Screens in order: SR-BI DiI inh, LANA DNA inh, Keap1-Nrf2 PPI, PvdQ acylase, DAGLB inhibitor, PKA-R2B act, SR-BI DiI-HDL act, RTF Ca sens inh, NSD2 inh, Arr AP2 block
1	CCCCc1cc(=O)oc2cc(OCc3nn[nH]n3)c(Cl)cc12
  -18, -1.9, 1, -15, 8, 0, 18, -1, -3, -6
2	O=C(Nc1cccs1)Nc1c(F)c(F)c(F)c(F)c1F
  1, -1.3, -2, -5, -3, 0, -1, 0, -2, 1
3	CSCCC(NC(=O)c1ccc([N+](=O)[O-])cc1Cl)C(=O)OCC(=O)NC1CCCC(C)C1C (centres undefined)
  17, 0.7, 2, -1, 1, -11, -17, -4, -1, -1
4	CCOC(=O)N1CCN(c2ccc(C(=O)c3ccccc3)cc2F)CC1
  42, -1.3, -1, 7, -7, -11, -42, -5, -1, 4
5	Cc1c(C(=O)NCCCc2ccccc2)cccc1[N+](=O)[O-]
  9, 1.0, 4, -1, -3, -9, -9, 3, -3, 22
6	COC(=O)c1ccc(/C=C/c2nc3ccccc3c(=O)[nH]2)cc1
  -7, 1.2, 3, -4, 2, -9, 7, 2, -4, 1
7	COC(=O)c1ccc(/C=N\NC(=O)c2ccc(C)cc2Cl)cc1
  21, -0.9, -3, -2, 2, -1, -21, 1, 1, -4
8	Cc1sc[n+](CC(=O)c2ccc(Br)cc2)c1C
  -9, -0.6, -1, -3, 0, -10, 9, 3, 2, -2
9	CCOc1ncnc2c1sc1nc3c(cc12)COC(C)(C)C3
  0, -0.8, -6, -14, 2, 0, 0, -4, -1, 9
10	O=C(Nc1ccccc1O)c1cccc(S(=O)(=O)Nc2ccccc2O)c1
  8, 0.5, 3, -13, 0, 5, -8, 0, 2, 10
11	COc1cccc(NC(=O)COC(=O)c2ccc3ccccc3n2)c1
  16, 1.2, -3, 5, -6, -1, -16, 2, 1, 7
12	NC(=O)c1c(NC(=O)c2ccncc2)sc2c1CCCCCC2
  23, 0.0, 4, -6, 5, 3, -23, -4, 1, -1
13	Cc1ccc(C2C(C#N)=C(N)N(c3cccnc3)C3=C2C(=O)CCC3)s1 (centres undefined)
  -13, 2.6, -6, -2, 4, 1, 13, 0, 1, 12
14	O=C(O)C1=C[C@H](c2ccc3c(c2)OCO3)C[C@H](OCCCCO)O1
  -25, 0.1, -7, 0, -4, -3, 25, 2, /, 30
15	Cc1cc(-c2ccc(C(C)C)c(S(=O)(=O)Nc3cc(C)on3)c2)on1
  -18, 1.4, -3, 2, 3, -3, 18, 6, 1, 14
16	CCCCn1c(Oc2ccc(C(=O)OC)cc2)nc2c1c(=O)n(C)c(=O)n2C
  92*, 0.4, -5, 2, -2, -6, -92, 5, 2, 10
17	CC(=O)c1sc(NS(=O)(=O)c2ccc(C)cc2)nc1C
  -29, 2.2, 1, 17, 4, 1, 29, -8, -1, 2
18	CC(=O)Nc1ccc(S(=O)(=O)N2CCSC2c2ccco2)cc1 (centres undefined)
  -49, 0.0, -4, -8, 1, -3, 49, -5, 3, 0
19	COc1ccc(Nc2cc(C(=O)NCCCN3CCOCC3)c3ccccc3n2)c(OC)c1
  19, 0.9, -2, -16, 2, 1, -19, 5, 1, 1
20	O=C(Cc1ccccc1[N+](=O)[O-])NCCCN1CCOCC1
  -16, -0.1, -2, -16, -1, 2, 16, 7, -1, 7
21	O=C(O)c1nc(N2CCCCC2)ncc1Cl
  -17, 1.2, -4, 0, -1, -11, 17, -2, 17, 24
22	C=C[C@]1(C)C=C2CC[C@H]3[C@@](C)(CCC[C@@]3(C)C(=O)O)[C@@H]2CC1
  -5, -1.5, 2, 10, 2, -9, 5, 0, /, 10
23	COc1ccc(C)cc1NC(=O)CNC(C)C(=O)Nc1ccc(C(C)=O)cc1 (centres undefined)
  53, -3.6, -1, -4, -1, 6, -53, -11, 25, 5
24	CN(Cc1ccccc1)C(=O)COC(=O)c1ccc(Br)c(S(=O)(=O)N2CCOCC2)c1
  13, 0.4, 0, -3, -6, -3, -13, -5, -1, 15
25	CCn1c(SCc2ccc(C(=O)OC)o2)nc2sc3c(c2c1=O)CCCC3
  2, 1.3, 0, 3, -16, -7, -2, 0, -4, 8
26	CCn1c(SCC(=O)C(C)(C)C)nnc1-c1cnccn1
  -9, -1.4, -9, 8, 0, -2, 9, -15, -2, -5
27	Cc1ccc2c3c(cccc13)-c1ccccc1C2=O
  10, 3.1, -6, -5, -4, 0, -10, -26, -2, 17
28	COC(=O)Nc1sc2c(c1C(N)=O)CCCCCC2
  11, 0.6, -5, -24, 1, -3, -11, 2, 4, 1
29	CCc1ccc(C(=O)COC(=O)CNC(=O)CNC(=O)Cc2ccccc2)cc1
  -10, 0.2, -4, -14, -1, -2, 10, -9, -6, -7
30	Cc1cc(C(=O)Nc2ccc3c(c2)OCO3)cs1
  3, 0.1, -5, -15, 2, -4, -3, -4, -3, -3

From entry 16 up to 17, copied from above:
Screens in order: SR-BI DiI inh, LANA DNA inh, Keap1-Nrf2 PPI, PvdQ acylase, DAGLB inhibitor, PKA-R2B act, SR-BI DiI-HDL act, RTF Ca sens inh, NSD2 inh, Arr AP2 block
16	CCCCn1c(Oc2ccc(C(=O)OC)cc2)nc2c1c(=O)n(C)c(=O)n2C
  92*, 0.4, -5, 2, -2, -6, -92, 5, 2, 10
17	CC(=O)c1sc(NS(=O)(=O)c2ccc(C)cc2)nc1C
  -29, 2.2, 1, 17, 4, 1, 29, -8, -1, 2

(continued)
Screens in order: SR-BI DiI inh, LANA DNA inh, Keap1-Nrf2 PPI, PvdQ acylase, DAGLB inhibitor, PKA-R2B act, SR-BI DiI-HDL act, RTF Ca sens inh, NSD2 inh, Arr AP2 block
31	Cc1cc(C(=O)NNC(=O)c2ccc(C)c([N+](=O)[O-])c2)c(C)o1
  4, -1.2, 2, -3, -2, -8, -4, 6, -3, -1
32	CCn1c(SCC(=O)Nc2ccc(C(C)=O)cc2)nc2nc3c(cc2c1=O)COC(C)(C)C3
  -14, 0.7, -3, -11, 2, -11, 14, -15, -1, -1
33	O=C(NCc1cccs1)c1ccc(Cl)s1
  -30, 0.9, 0, -3, -3, -15, 30, -4, -12, -9
34	O=C(N/N=C1\CCS(=O)(=O)c2ccc(F)cc21)c1ccc([N+](=O)[O-])cc1
  /, 0.5, -2, -14, -3, -2, /, -5, 3, -8
35	Cc1ncc(CO)c2cc(-c3nnc(Nc4ccc5c(c4)OCO5)s3)c(=O)oc12
  -9, -1.1, -2, -18, 5, -4, 9, -5, 0, 23
36	CN1CCN(S(=O)(=O)c2cccc(C(=O)Oc3ccccc3Cl)c2)CC1
  -6, 0.2, -9, -16, 1, 8, 6, -7, 3, 1
37	Cc1ccc(C2C(C#N)=C(N)SC(N)=C2C#N)c(C)c1
  10, -3.5, -24, 6, -37, -10, -10, -124, /, 32
38	O=C(CSc1ncn[nH]1)c1ccc2c(c1)OCCO2
  8, 0.4, -2, -12, -2, 4, -8, -12, 3, 6
39	O=C(CSc1ccccn1)Nc1cccc(NC(=O)CSc2ccccn2)n1
  -17, 1.7, 6, -4, -3, -7, 17, -7, 1, 26
40	CCN(CC(=O)Nc1ccc(NC(C)=O)cc1)C(=O)c1c(C)nn(-c2ccc(F)cc2)c1Cl
  52, 0.4, 0, -9, 1, 3, -52, -5, 0, -6
41	COC(=O)c1ccc(Cn2nc([N+](=O)[O-])c(Br)c2C)cc1
  3, -0.7, 0, -8, -2, 4, -3, 1, 4, -9
42	CC(C)CNC(=O)CSc1ccc(Cl)cc1
  -38, -1.2, -1, -1, -1, -2, 38, -1, -1, 20
43	CC(=O)Oc1ccccc1C(=O)Nc1ccccc1C(=O)N1CCCC1
  -9, 1.0, -4, 1, -4, -2, 9, -10, 0, 31
44	CCCCNC(=S)N(C)/N=C/c1ccccc1F
  4, -0.8, 4, 1, -12, -3, -4, -8, -1, 0
45	COc1ccccc1NC(=O)c1ccc2c(c1)C(=O)N(Cc1ccco1)C2=O
  -6, 2.0, -2, -3, 0, -13, 6, -1, 1, 5
46	COc1ccc(OC)c(C(=O)c2coc3ccc(O)cc23)c1
  26, 1.4, 6, -6, -1, -11, -13, 0, -4, -7
47	CC(C)CCNC(=O)c1ccc2c(c1)N(Cc1ccccc1)C(=O)CS2=O (centres undefined)
  -11, -4.3, -5, 10, -2, 1, 11, -5, /, 8
48	Cc1cc(C)c(S(=O)(=O)n2cc(C(C)C(N)C(=O)O)c3ccccc32)c(C)c1 (centres undefined)
  10, 0.1, -7, -13, 0, 8, -10, -8, /, 4
49	COCC(=O)NCc1ccc2c(c1)OCO2
  3, -1.1, 2, -12, -2, 7, -3, -2, -1, 8
50	CS(=O)(=O)N1CCSC1c1ccc(Br)cc1 (centres undefined)
  -9, 2.1, -5, -1, -1, -8, 9, 9, -3, 42
51	Cc1ccc(C(=O)CSc2nc(-c3ccccc3)ccc2C#N)cc1
  -6, 0.0, -3, -7, -4, 2, 6, -22, 0, -2
52	CC(C)Oc1ccc(C(=O)OCC(=O)NC(=O)NC2CCCC2)cc1
  -3, 0.0, -3, 6, -2, 1, 3, -4, 2, 18
53	O=C(N=C1SC2CS(=O)(=O)CC2N1c1ccc(OC(F)(F)F)cc1)C1CC1 (centres undefined)
  -23, -0.6, -5, -13, -1, -2, 23, -11, -1, 1
54	Cc1ccc2c(c1)cc1c(=O)n(CC(=O)NCCCc3ccccc3)nc(C)n12
  14, -0.1, -2, -17, -3, -2, -14, -5, -1, -3
55	CCOC(=O)c1c(/N=C/C2C(=O)CCCC2=O)sc2c1CCCC2
  -10, -0.2, -3, -11, /, /, 10, /, 0, -29
56	Cc1ccc(C(C)NC(=O)c2ccco2)cc1 (centres undefined)
  -24, -0.3, -1, 5, 3, -2, 24, -5, 3, 4
57	COc1ccc(NC(=O)COc2ccc(-c3ccccc3)cc2)cc1
  -55, -1.2, 1, -1, -3, -7, 55, -6, 0, 15

Screening results (PubChem BioAssay)
